Compound activity deposited in PubChem by National Center for Advancing Translational Sciences (NCATS).
CHX counter = counter-screen hit for Shiga toxin inhibitors, cycloheximide; cell reporter, cycloheximide protein synthesis inhibition counterscreen; hit rate 12% among 300,000; max response, %; in the data active = max response mostly above about 13%, no sharp cut-off; inactive = mostly below about 14%; also: read at 38.3 µM for the half of the compounds with a filed dose; 0% is about no effect
HCV inhibitor = inhibitors of hepatitis C virus infection; Potency, µM (doses to about 41.8 µM), for the others: top-dose activity change, negative = inhibition, actives largely listed as inhibitors; Huh7.5.1 HCVcc-Cre infection, luciferase reporter, 44 h; hit rate 3.4% among 340,000; also: potency is read from the fitted curve at half-maximal effect; % is scaled to controls: 0 for no effect and ±100 for the full control effect
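Infectious HCVcc-Cre (~0.5 moi) was added to cells just after compound, with cells seeded 4 h earlier at 1,000 per well. Luciferase activity after 44 h culture reported infection; substrate was incubated 15 min at room temperature before reading.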
Pf growth 48h = inhibits P. falciparum growth in the first generation, 48 h. AID 504832. P. falciparum luciferase growth in erythrocytes, 48 h. hit rate 5.9% among 310,000. Potency, µM (series often up to 28.7 µM), for the others: at the top dose activity change, negative = inhibition, actives largely listed as inhibitors; also: potency is read from the fitted curve at half-maximal effect; % is scaled to controls: 0 for no effect and ±100 for the full control effect
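Luciferase-expressing parasites in RBCs, 2% Hct / 0.1% parasitemia final; RPMI 1640 + 0.5% Albumax; 37 C, 5% CO2, one generation; luminescence read-out, lower signal = inhibition.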
LmPK inhibitor = inhibitors of Leishmania mexicana pyruvate kinase. AID 1721. hit rate 0.37% among 290,000. purified LmPK, Kinase-Glo ATP luminescence, 1 h. Potency, µM (highest dose often 57.5 µM), inactives show at the highest dose activity change, negative = inhibition, most hits filed as inhibitors; also: potency is read from the fitted curve at half-maximal effect; % is scaled to controls: 0 for no effect and ±100 for the full control effect
Target sequence (Q27686 whole entry, looked up): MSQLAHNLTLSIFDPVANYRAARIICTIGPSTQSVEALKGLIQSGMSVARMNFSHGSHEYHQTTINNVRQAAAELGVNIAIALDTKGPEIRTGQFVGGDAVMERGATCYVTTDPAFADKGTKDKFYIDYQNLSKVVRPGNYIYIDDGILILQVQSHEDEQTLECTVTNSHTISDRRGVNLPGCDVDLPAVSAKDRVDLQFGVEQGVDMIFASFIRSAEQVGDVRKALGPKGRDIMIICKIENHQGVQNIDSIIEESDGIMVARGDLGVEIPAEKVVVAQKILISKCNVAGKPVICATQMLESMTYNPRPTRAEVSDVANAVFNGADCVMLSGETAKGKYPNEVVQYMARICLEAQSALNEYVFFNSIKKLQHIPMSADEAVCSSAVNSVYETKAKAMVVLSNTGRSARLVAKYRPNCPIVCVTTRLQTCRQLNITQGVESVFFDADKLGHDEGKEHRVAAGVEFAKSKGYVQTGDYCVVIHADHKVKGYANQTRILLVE
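0.1 nM LmPK, 0.5 mM PEP, 0.1 mM ADP; 50 mM imidazole pH 7.2, 7 mM MgCl2, 50 mM KCl; 1 h RT. Kinase-Glo luminescence readout, normalized to no-enzyme (full inhibition) and uninhibited wells.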
TbPYK inhibitor = T. brucei pyruvate kinase inhibition; TbPYK enzyme, Kinase-Glo Plus ATP luminescence, 45 min; Potency, µM (highest dose often 76.8 µM), inactives show at the top dose activity, negative = inhibition, actives largely listed as inhibitors; hit rate 0.12% among 410,000; AID 624173; also: potency is read from the fitted curve at half-maximal effect; % is scaled to controls: 0 for no effect and ±100 for the full control effect; nearly all actives have a fitted effect of over 50% in size
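ADP (130 uM final) triggers the TbPYK reaction after compound addition; incubation is 45 min at room temperature. Kinase-Glo Plus is then added and luminescence imaged. Normalized data are fitted to concentration-effect curves.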
Pf growth 96h = inhibits malaria parasite growth, 96 h; P. falciparum luciferase reporter growth, 96 h; Potency, µM (highest dose often 28.7 µM), inactives show top-dose activity change, negative = inhibition, actives largely listed as inhibitors; hit rate 6.9% among 320,000; AID 504834; also: potency is read from the fitted curve at half-maximal effect; % is scaled to controls: 0 for no effect and ±100 for the full control effect
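Plates of compound plus infected erythrocytes (2% hematocrit, 0.05% parasitemia final) incubate 96 hours, 37 C, 5% CO2. Detection reagent added; reduced luminescence from the parasites' luciferase reporter flags inhibition.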
Shiga toxin inh = inhibitors of Shiga toxin in Vero cells; inhibition, % at 38.7 µM; hit rate 9.2% among 290,000; Vero cells, Shiga toxin protein synthesis inhibition reporter; in the data active = inhibition mostly above about 28%, no sharp cut-off; inactive = mostly below about 43%; also: 0% is about no effect
* marks the source's active call; other numbers are inactive results; i = inactive; ? = inconclusive; . = no result given; & = joins results of further samples; [ ] = dose if it differs, or a comment. Unless noted, calls follow the shape of the dose curve; as a rule, active = well fitted curve in the direction sought with a large enough effect; inconclusive = small, poorly fitted or top-dose-only effect, or another doubt; inactive = no such curve, though single readings can be large; an effect the other way counts as inactive or inconclusive.

SMILES	CHX counter	HCV inhibitor	Pf growth 48h	LmPK inhibitor	TbPYK inhibitor	Pf growth 96h	Shiga toxin inh
CN(C)c1nc(NCc2ccccc2)nc(N/N=C/c2cccc(Br)c2)n1	5.9	?	?	9.3%	-29.9%	-0.9%	6.4
COc1ccc(/C(CC2(O)C(=O)Nc3ccccc32)=N\O)cc1 (stereo unspecified)	-0.6	-7.1%	?	-7.8%	10.6%	-13.3%	-1.1
COc1cc(NS(=O)(=O)c2ccc(NS(=O)(=O)c3ccc(NC(C)=O)cc3)cc2)nc(OC)n1	-8.8	-16.4%	21.3%	1.2%	0.7%	29.1%	-6.3
Cc1cc2nncn2c2ccccc12	-1.0	14.3%	?	9.2%	1.0%	.	0.8
O=C(O)c1ccccc1Nc1ccccc1	.	5.01µM*	5.1%	.	-1.9%	8.3%	.
CC1(C)OC(=O)N(c2ccccc2)C12C=Cc1cc(Br)ccc1O2 (stereo unspecified)	-2.5	?	?	5.7%	-0.7%	.	-13.3
COC(=O)CCNC(=O)c1ccc2nc(Cc3ccc(OC)c(OC)c3)oc2c1	23.9*	-19.2%	5.0%	-4.1%	3.6%	?	29.0*
O=C(COC(=O)c1ccc(S(=O)(=O)N2CCCC2)cc1)NCc1ccco1	2.5	?	29.1%	1.7%	0.7%	39.4%[activator]	1.3
O=C(c1ccc(S(=O)(=O)N2CCOCC2)cc1)N1CCCc2ccccc21	22.2*	2.4%	1.4%	1.0%	.	?	15.1
COc1ccc(S(=O)(=O)N2CCCC(C(=O)N3CCOCC3)C2)cc1OC (stereo unspecified)	-0.8	3.6%	20.3%	-7.2%	-8.1%	2.4%	-2.4
Cc1nc2cc(C(=O)NCc3cccnc3)ccc2n1-c1ccc(F)cc1F	-3.8	9.1%	-1.3%	-0.6%	0.9%	38.5%[1.15 µM]	-3.3
O=c1[nH]c(S)c(/C=C2\C=Nc3ccccc32)s1	10.0	9.1%	-13.0%	-2.1%	-11.2%	-23.3%	-0.3
Cc1cccc(NC(=O)CN2C(=O)N/C(=C/c3ccc(C)s3)C2=O)c1	1.3	3.5%	18.1%	3.1%	-13.8%	0.0%	39.5
CC(=O)N1CCC(N2CCN(Cc3ccc(C)cc3)C(CCO)C2)CC1 (stereo unspecified)	-2.4	14.0%	19.2%	0.0%	-1.3%	5.7%	-9.5
Cn1c(COc2ccccc2)nnc1SCC(=O)c1cccc([N+](=O)[O-])c1	-1.8	?	?	5.9%	-11.5%	?	-8.3
CCCCCOC(=O)C1=C(C)Nc2nnnn2C1c1ccc(OC)c(OC)c1OC (stereo unspecified)	5.9	-17.4%	?	4.1%	9.2%	?	-11.1
CC(C)n1nnnc1SCC(=O)Nc1ccc2c(c1)OCO2	26.4*	0.3%	59.6%[activator]	2.8%	2.0%	?	69.8*
CC(C)c1ccc(CN2CCSCC2)cc1	1.0	19.3%	20.8%	-3.4%	15.1%	0.0%	6.4
Cc1ccc(-n2c([S-])c(C(=O)Nc3ccc(OC(F)F)cc3)[n+]3ccc(C(=O)NCCO)cc23)cc1C	-0.3	-14.6%	?	-1.3%	-15.2%	?	2.3
COc1ccccc1N(CC(=O)NC1CCCCC1)S(=O)(=O)c1cccs1	-2.6	-19.2%	-8.4%	2.8%	-1.1%	-4.1%	4.1
CC(=O)C(Sc1ccc2nnc(-c3cccnc3)n2n1)C(C)=O	-7.6	8.1%	8.1%	0.7%[11.5 µM]	-8.7%	1.8%	-11.3
C=CCNC(=O)C1CC(=O)N(c2ccc(Br)cc2)C1 (stereo unspecified)	-2.0	7.7%	8.0%	4.5%	-0.1%	?	-6.1
CCCc1[nH]nc2c1C(c1cccc(OC)c1)C(C#N)=C(N)O2 (stereo unspecified)	-2.2	-7.7%	-8.1%	4.3%	-1.3%	80.7%[activator]	3.4
COc1cccc(/C=C/C(=O)OCC(=O)N2CCN(c3ccccc3)CC2)c1	.	-23.5%	-22.5%	.	-1.4%	-26.3%	.
Brc1ccccc1-n1nnc(-c2ccnc3ccccc23)n1	18.8*	?	-24.2%	4.1%	-0.8%	?	22.1
COc1cc(CNCCNC(=O)c2cccs2)cc(OC)c1OC	1.0	16.0%	4.7%	1.0%	-5.7%	1.9%	-4.9
Cc1cc(C)cc(OCc2ccc(C(=O)NC3CCOC3=O)o2)c1 (stereo unspecified)	7.2	-5.8%	22.7%	-4.1%	4.3%	28.4%	24.6
CCCn1nnnc1NCc1ccc(C(C)C)cc1	-2.6	17.0%	5.3%	-1.6%	-16.4%	-20.5%	14.1
O=C(CSc1nc(-c2ccccc2)c(-c2ccccc2)o1)Nc1nncs1	-4.4	-4.0%	-1.3%	-3.8%	-2.6%	.	-8.5
C=C(C)Cn1c(SCC(=O)O)nc2c1c(=O)[nH]c(=O)n2C	-1.4	15.2%	4.1%	5.3%	0.5%	9.1%	0.8
CN(Cc1cnccn1)Cc1nc(Cc2ccccc2Cl)no1	1.1	7.1%	-5.7%	4.8%	1.3%	20.5%	-6.2
COc1ccc(OCc2cc(C(=O)O)c(C)o2)cc1	33.0*	.	122.7%[activator]	1.0%	.	96.5%[activator]	26.4
Cc1ccc(C(=O)OCC(=O)N2CC(C)CC(C)C2)cc1S(=O)(=O)N1CCCCC1 (stereo unspecified)	.	-4.7%	1.1%	.	-6.6%	8.7%	.
Cc1cc2cc(CCNC(=O)c3ccc(C)c([N+](=O)[O-])c3)c(=O)[nH]c2cc1C	-2.6	3.2%	-29.1%	6.2%	5.4%	?	-10.4
c1ccc2c(c1)Cn1c-2nc2ccccc21	31.6*	?	176.2%[activator]	14.1µM*	?	-17.4%	61.7*
CCOC(=O)C1(CCc2ccccc2)CCN(C(=O)c2cccc(C)n2)CC1	9.9	-2.0%	?	4.1%	-1.1%	?	10.6
COc1ccc(S(=O)(=O)N2c3cc(C)ccc3OCC2C(C)(C)C)cc1 (stereo unspecified)	-1.7	?	?	2.6%	4.5%	?	-16.9
CC(C)Oc1ccc(CNC(=O)CCC(=O)N2CC(C)Sc3ccccc32)cc1 (stereo unspecified)	-1.3	-5.8%	?	-0.5%	2.5%	4.0%	22.8
N#CC1=C(N)SC(N)=C(C#N)C1CCc1ccccc1	-1.5	-15.9%&-6.9%	16.1%	-1.5%	-6.2%	?	12.3
O=C(O)C1=NOC(CNC(=O)c2ccccc2Cl)C1 (stereo unspecified)	-5.6	3.8%	i	9.9%	0.2%	21.6%	-5.5
O=S(=O)(Nc1ncccn1)c1ccc(NC(=S)Nc2ccccc2Cl)cc1	-0.7	15.1%	34.6%[activator]	3.3%	-10.8%	6.4%	-7.2
Cc1cc(C)c2c(N)c(C(=O)c3ccccc3)sc2n1	1.1	-22.1%	-20.0%	4.6%	-11.2%	0.0%	-2.4
Cc1cc2n(n1)SC(Nc1ccccc1)N2 (stereo unspecified)	31.7*	15.1%	61.0%[activator]	5.4%	-9.4%	9.8%	143.2
CNC(=S)N(CCc1c(C)[nH]c2ccc(Cl)cc12)Cc1cc(OC)c(OC)c(OC)c1	-4.2	?	?	-0.4%	-1.6%	?	-2.4
COC(=O)C1=C(C)N(Cc2ccccc2)C(=NCCCCO)N[C@H]1CCc1ccccc1	-2.6	3.6%	?	-6.6%	-8.7%	3.7µM*	-2.6
CC1CCCC(N2CCN(C(=O)c3ccccc3F)CC2)C1 (stereo unspecified)	-2.9	-7.5%	22.0%	-0.3%	2.7%	1.1%	-10.2
Cc1[nH]c2ccccc2c1C(=O)C(=O)N1CCN(c2ccccc2)CC1	1.2	-10.1%	-8.9%	-9.1%	-11.3%	29.7%	-9.6
CCN(CCCc1ccccc1)CCCc1ccccc1	-2.6	-12.1%[8.37 µM]	?	-2.0%	4.5%	?	-17.6
C=CCOc1ccc(Br)cc1/C=C1/SC(=Nc2ccc(C(=O)O)cc2)NC1=O	-3.3	7.3%	-24.4%	-9.4%	-1.2%	?	-12.0
O=C(COC(=O)/C=C/c1ccccc1[N+](=O)[O-])NCC(F)(F)F	13.9	1.2%	18.0%	0.9%	-0.7%	19.0%	-4.4
CCNc1nc(N)nc(Oc2ccc(OCCOc3ccc(Cl)cc3Cl)nn2)n1	-2.8	?	-10.5%	5.2%	-12.1%	-9.5%	-14.4
Cc1ccc[n+](C(C)C(=O)c2ccc(-c3ccccc3)cc2)c1 (stereo unspecified)	-5.9	-22.5%	?	-1.7%	7.1%	?	-6.1
CCN(C(=O)CSc1nnc(-c2ccncc2)n1Cc1ccccc1)C1CCS(=O)(=O)C1 (stereo unspecified)	-2.4	17.8%	128.3%[activator]	-6.0%	0.5%	-9.9%	12.4
CCOc1ccc(C2C(C(=O)C3CC3)N3C=C(C#N)C=CC3C2(C#N)C#N)cc1 (stereo unspecified)	-1.1	.	-3.0%	6.4%	.	7.2%	-9.3
CCN(C(=O)COC(=O)/C=C/c1cnc2ccccc2n1)c1ccccc1	7.5	7.7%	-7.0%	10.3%	-0.2%	?	10.3
CCCC(=O)Nc1ccc(-c2nc3cc(C)c(C)cc3o2)cc1	35.5*	-10.7%	201.0%[activator]	-4.1%	-1.2%	?	119.1*
Cc1c(Cl)cccc1NC(=O)NCc1ccncc1	9.5	2.0%	-0.7%	-0.6%	-1.5%	23.6%	15.8
Cc1ccc(-c2ccc(=O)n(Cc3cccc(Br)c3)n2)cc1	7.9	?	-1.5%	-0.6%	1.1%	?	23.4

5 entries from above in a different format:
| smiles | CHX counter | HCV inhibitor | Pf growth 48h | LmPK inhibitor | TbPYK inhibitor | Pf growth 96h | Shiga toxin inh |
| --- | --- | --- | --- | --- | --- | --- | --- |
| CC1CCCC(N2CCN(C(=O)c3ccccc3F)CC2)C1 (stereo unspecified) | -2.9 | -7.5% | 22.0% | -0.3% | 2.7% | 1.1% | -10.2 |
| Cc1cc2n(n1)SC(Nc1ccccc1)N2 (stereo unspecified) | 31.7* | 15.1% | 61.0%[activator] | 5.4% | -9.4% | 9.8% | 143.2 |
| O=C(COC(=O)/C=C/c1ccccc1[N+](=O)[O-])NCC(F)(F)F | 13.9 | 1.2% | 18.0% | 0.9% | -0.7% | 19.0% | -4.4 |
| Cc1cc(C)c2c(N)c(C(=O)c3ccccc3)sc2n1 | 1.1 | -22.1% | -20.0% | 4.6% | -11.2% | 0.0% | -2.4 |
| CNC(=S)N(CCc1c(C)[nH]c2ccc(Cl)cc12)Cc1cc(OC)c(OC)c(OC)c1 | -4.2 | ? | ? | -0.4% | -1.6% | ? | -2.4 |

Of the compounds above, these contain a furan ring, fused or not:
SMILES	CHX counter	HCV inhibitor	Pf growth 48h	LmPK inhibitor	TbPYK inhibitor	Pf growth 96h	Shiga toxin inh
O=C(COC(=O)c1ccc(S(=O)(=O)N2CCCC2)cc1)NCc1ccco1	2.5	?	29.1%	1.7%	0.7%	39.4%[activator]	1.3
Cc1cc(C)cc(OCc2ccc(C(=O)NC3CCOC3=O)o2)c1 (stereo unspecified)	7.2	-5.8%	22.7%	-4.1%	4.3%	28.4%	24.6
COc1ccc(OCc2cc(C(=O)O)c(C)o2)cc1	33.0*	.	122.7%[activator]	1.0%	.	96.5%[activator]	26.4

Rows are unselected, and some 24% of all compounds hit somewhere here.
